Screens (PubChem BioAssay)
SMARCA2 act: SMARCA2 function activation, primary screen; MG213 cells, MMTV-luciferase reporter, dexamethasone, overnight; activation, % at 9.1 µM; 370,000 tested, 1% active; AID 652017; in the data active = activation above about 7.8%;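 also: 0% = vehicle wells and 100% = reference activator wells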
ADAM10 inh: inhibitors of human ADAM10; O14672; recombinant ADAM10, EDANS/DABCYL FRET peptide cleavage, 3 h; inhibition, % at 7 µM; 370,000 tested, 0.62% active;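 active = inhibition above a per-campaign cutoff equal to the mean of compounds falling between control-based bounds plus 3 SD, cut at about 20% in these data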;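 also: 0% = DMSO wells while the 100% control is not disclosed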
ssDAF-12 act: activators of S. stercoralis DAF-12 nuclear receptor; activation, % at 6.8 µM; AID 652126; HEK293 ssDAF-12/GRIP1 lit1-tk-luc reporter, luminescence; % of 3 µM dafachronic acid response; 370,000 tested, 1% active;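 active = activation above the mean over all tested compounds plus 3 SD, cut at about 0.9% in these data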;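 also: 0% = DMSO-only wells and 100% = 3 µM delta7-dafachronic acid wells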
ADAM17 inh: inhibits human ADAM17 | P78536 | recombinant ADAM17, EDANS/DABCYL FRET peptide cleavage | AID 720648 | 370,000 tested, 0.83% active | inhibition, % at 6.95 µM;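 active = inhibition above the mean of compounds lying between control limits plus 3 SD, set per campaign, cut at about 8.5% in these data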;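 also: 0% = DMSO-only wells as the low control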
Target sequence (P78536 215-824 limits assumed): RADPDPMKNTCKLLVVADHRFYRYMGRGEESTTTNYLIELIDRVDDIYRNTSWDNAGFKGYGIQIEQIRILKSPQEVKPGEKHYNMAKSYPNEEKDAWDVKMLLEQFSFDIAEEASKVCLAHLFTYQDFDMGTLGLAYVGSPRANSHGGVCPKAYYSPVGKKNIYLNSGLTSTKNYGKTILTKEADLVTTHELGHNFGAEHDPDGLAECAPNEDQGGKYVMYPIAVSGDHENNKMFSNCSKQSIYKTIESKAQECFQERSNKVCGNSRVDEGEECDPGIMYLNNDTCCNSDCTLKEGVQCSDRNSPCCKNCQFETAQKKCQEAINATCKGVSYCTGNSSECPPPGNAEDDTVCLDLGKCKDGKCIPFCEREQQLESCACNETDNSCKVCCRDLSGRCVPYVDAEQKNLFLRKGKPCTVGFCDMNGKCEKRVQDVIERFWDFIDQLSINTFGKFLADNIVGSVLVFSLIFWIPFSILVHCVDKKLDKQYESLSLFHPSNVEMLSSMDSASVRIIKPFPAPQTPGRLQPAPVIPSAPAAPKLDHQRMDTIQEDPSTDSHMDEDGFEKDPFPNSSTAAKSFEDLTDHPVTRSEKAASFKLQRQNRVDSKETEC
hcDAF12 agonist: activators of H. contortus DAF-12 nuclear receptor. activation, % at 6.8 µM. AID 652067. 370,000 tested, 1.4% active. HEK293 hcDAF-12 lit1-tk-luc reporter, luminescence; 0% DMSO, 100% Δ7-dafachronic acid;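 active = activation above the mean of all tested compounds plus 3 SD, cut at about 5.5% in these data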;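 also: 100% = response to 3 µM Δ7-dafachronic acid high control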
NPR1 activator: GC-A (human) enzyme activation; HEK293 GC-A cells, cGMP TR-FRET, EC30 ANP; 0% at EC30 ANP, 100% saturating ANP; P16066; 370,000 tested, 0.14% active; activation, % at 10 µM; in the data active = activation above about 40%
hgDAF12 agonist: agonists of H. glycines DAF-12 nuclear receptor; HEK293 GAL4-hgDAF12 UAS-luciferase reporter, agonist luminescence; normalized to butyrate control; activation, % at 6.8 µM; 370,000 tested, 1.8% active; AID 687014;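 active = activation above a cutoff set at the mean of all screened compounds plus 3 SD, cut at about 10% in these data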;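 also: 0% = DMSO wells and 100% = sodium butyrate wells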
PG9 Ab binder: binds the HIV-1 gp120 antibody PG9 | TR-FRET gp120-PG9 antibody binding | inhibition, % at 6.7 µM | 360,000 tested, 0.43% active | AID 624416; in the data active = inhibition above about 8.5%
GAA850 FXN act: activators of GAA850 frataxin (FXN) promoter | HEK293 lucGAA850 FXN promoter luciferase reporter, 24 h; percent of 10 µM SAHA response | activation, % at 6 µM | 360,000 tested, 0.56% active;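 active = activation above the average of all compounds screened plus 3 SD, cutoff fixed separately per campaign, cut at about 7.5% in these data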;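 also: 0% = DMSO wells and 100% = 10 µM SAHA wells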
DAX1 inh-1: blocks DAX1 repression of SF-1 activated StAR promoter | inhibition, % at 6.8 µM | HEK293T StAR-luciferase reporter, SF-1/DAX-1 repression relief | 370,000 tested, 1.1% active | AID 652010;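 active = inhibition above the mean over all tested compounds plus 3 SD, cut at about 3.6% in these data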;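 also: 0% = DAX-1 cells with DMSO and 100% = cells lacking DAX-1 with DMSO; higher inhibition means more luminescence from relief of DAX-1 repression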
DAX1 inh-2: inhibitors of human orphan nuclear receptor DAX1 (NR0B1). inhibition, % at 6.75 µM. P51843. 340,000 tested, 0.99% active. HEK293 Gal4-DAX1 luciferase reporter, luminescence. AID 504766;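 active = inhibition above the mean over all tested compounds plus 3 SD, cut at about 4.2% in these data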;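 also: 0% = DAX1-transfected cells with DMSO and 100% = empty-vector control cells with DMSO; inhibition shows as a rise in luminescence from relieved DAX1 repression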
Target sequence (P51843 207-470 limits assumed): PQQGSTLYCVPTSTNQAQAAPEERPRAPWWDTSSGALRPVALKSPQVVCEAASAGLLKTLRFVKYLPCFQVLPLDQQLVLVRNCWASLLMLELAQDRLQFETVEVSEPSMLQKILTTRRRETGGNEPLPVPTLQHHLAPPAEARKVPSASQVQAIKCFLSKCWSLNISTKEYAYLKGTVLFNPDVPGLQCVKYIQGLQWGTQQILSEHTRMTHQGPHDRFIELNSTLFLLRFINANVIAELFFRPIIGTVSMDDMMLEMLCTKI
Numbers without * were called inactive; i = inactive; x = not tested or not shown.

# | Compound | SMARCA2 act | DAX1 inh-2 | ADAM17 inh | hcDAF12 agonist | hgDAF12 agonist | DAX1 inh-1 | ssDAF-12 act | ADAM10 inh | GAA850 FXN act | PG9 Ab binder | NPR1 activator
1 | CCCCCCCc1c(O)nc(SCCN2CCOCC2)[nH]c1=O | -4 | 1.2 | -7 | -0.7 | 3.2 | -0.1 | -0.9 | -8 | 2.6 | -1.3 | 2
2 | O=C(CSc1nc2c([nH]c3ccccc32)c(=O)n1-c1ccccc1F)NCC1CCCO1 (stereo not given) | -1 | -0.3 | -60 | 4.5 | 3.0 | -1.2 | 0.6 | -196 | -2.2 | 0.3 | -3
3 | S=c1[nH]cc(-c2ccc(Cl)cc2)n1Cc1ccccc1 | 6 | 0.1 | 5 | 2.8 | -1.6 | -0.6 | -1.3 | 15 | 3.2 | 16* | -9
4 | Cn1c(=O)c2c([nH]c(=O)n2C)n(Cc2ccccc2)c1=O | -2 | x | 0 | -1.3 | -0.9 | -0.8 | -1.0 | 1 | 0.7 | -3.8 | 3
5 | Cc1cc(C)c2[nH]c(=O)c(CN(CC3CCCO3)C(=O)c3cnccn3)cc2c1 (stereo not given) | -2 | -0.1 | -10 | -1.0 | -1.1 | 0.1 | -0.9 | -12 | -1.7 | -1.1 | 0
6 | Cn1c(=O)c2cc(NC(=O)NCCc3cccs3)ccc2n1Cc1cccc(C(F)(F)F)c1 | -2 | x | -458 | -2.6 | -3.0 | -1.2 | -1.6 | i | -2.3 | -1.7 | 0
7 | Cc1ccc(NC(=O)COC(=O)C2C3CC4OC(=O)C2C4C3)cc1Cl (stereo not given) | 3 | 1.3 | 1 | -0.5 | 0.6 | 0.5 | -0.6 | 2 | 4.0 | -2.6 | 1
8 | COc1ccc(N2CCN(S(=O)(=O)c3ccc4c(c3)NC(=O)C(C)S4)CC2)cc1 (stereo not given) | -5 | -1.5 | -5 | -5.6 | -3.7 | -1.4 | -1.5 | -1 | -2.6 | 0.0 | -20
9 | Cc1cc(Cl)c(S(=O)(=O)Nc2ccc3c(c2)OCO3)cc1OCC(N)=O | 1 | 0.2 | -2 | -1.9 | -2.2 | -0.2 | -1.2 | 3 | 1.4 | -1.0 | -5
10 | CCc1sc(C(=O)Nc2ncccc2O)cc1C | 2 | -1.5 | -5 | 7.9* | 22* | 22* | 1.0* | 0 | 2.5 | -2.4 | 0
11 | Cc1csc(NC(=O)C2C3C=CC(O3)C2C(=O)O)n1 (stereo not given) | 5 | -1.3 | 1 | -0.3 | -0.8 | 0.1 | -1.3 | -8 | 0.8 | -1.1 | 4
12 | NC(=O)CSc1nnc(-c2cccnc2)n1CCc1ccccc1 | -2 | 2.5 | -4 | 0.4 | 0.0 | -0.5 | -1.2 | -3 | 0.5 | -0.3 | -1
13 | CCS(=O)(=O)N1Cc2ccccc2CC1C(=O)Nc1nc2ccc(C)cc2s1 (stereo not given) | 0 | -1.2 | 5 | -0.2 | 3.3 | -0.7 | -1.4 | 6 | -1.8 | 1.2 | 3
14 | O=C(c1cc(COc2cccc(C(F)(F)F)c2)on1)N1C[C@H]2CC[C@H]1C2 | 3 | 0.8 | -1 | 3.6 | 3.0 | 0.4 | -0.4 | -10 | 2.9 | -1.5 | 1
15 | CN(CC(=O)Nc1ccc(F)cc1)C(=O)c1ccc(-c2ccc(Cl)cc2)o1 | 0 | 1.0 | 1 | -1.5 | -0.8 | -1.0 | -0.8 | -3 | 1.6 | -0.8 | -5
16 | COc1cccc(N2C(=NC(=O)CCC3CCCC3)SC3CS(=O)(=O)CC32)c1 (stereo not given) | -2 | -0.1 | 2 | -0.2 | 1.6 | -0.1 | -0.9 | -6 | 0.4 | -0.8 | -3
17 | Cn1c(SCC(N)=O)nnc1C1CCN(C(=O)NC2CCCCC2)CC1 | -2 | 0.5 | -4 | 0.6 | -1.7 | 0.1 | -0.8 | -4 | -0.5 | 0.9 | -1
18 | CCOc1ccc(S(=O)(=O)N2CCCC(C(=O)NC3CCCC3)C2)cc1 (stereo not given) | -3 | 0.7 | -4 | -0.6 | -1.8 | 0.5 | 0.6 | -12 | -1.7 | -1.0 | 2
19 | CCN(C(=S)NCCOC)c1cccc2ccccc12 | 3 | 2.5 | 0 | -0.2 | -2.2 | -0.5 | -1.7 | 6 | -2.3 | -0.6 | -1
20 | COc1cc(OC)cc(Oc2ccc(S(=O)(=O)N3CCCCC3)cc2[N+](=O)[O-])c1 | 0 | 0.2 | -7 | 0.4 | 0.6 | -0.2 | -1.0 | -2 | 2.5 | 0.0 | -1
21 | Cc1ccc(S(=O)(=O)CCC(=O)OCC(=O)N(C)Cc2ccccc2)cc1 | -3 | 0.1 | -3 | -0.5 | -1.5 | -1.0 | -1.4 | -2 | -0.2 | 1.4 | -6
22 | O=C1CC(N2CCN(c3ccccn3)CC2)C(=O)N1CC(c1ccccc1)c1ccccc1 (stereo not given) | -1 | -2.2 | -1 | -1.4 | -2.3 | -1.1 | -1.5 | 6 | 0.8 | 1.4 | -7
23 | Cc1ccc(S(=O)(=O)NCC(=O)N(CC(=O)NC2CCCC2)c2ccc3c(c2)OCCO3)cc1 | -2 | -0.5 | -4 | -1.8 | -0.4 | -0.5 | -1.1 | 3 | -1.3 | -0.7 | 1
24 | O=c1[nH]c2cc([N+](=O)[O-])cc(Cl)c2c2ccccc12 | -4 | 0.9 | 2 | -1.3 | -0.3 | -0.9 | -1.2 | 3 | 0.1 | -2.5 | 5
25 | CCn1cc(C(=O)N(CCCN2CCOCC2)Cc2ccco2)c(=O)c2ccc(C)nc21 | 0 | -0.1 | 0 | -2.2 | 1.0 | -0.8 | -0.6 | -3 | 0.9 | 1.0 | 2
26 | c1ccc(COc2ccc(-c3cc4nc(NCCOc5ccccc5)ccn4n3)cc2)cc1 | -5 | x | -28 | -2.1 | -0.9 | -3.0 | -1.5 | -84 | -1.7 | 0.2 | -8
27 | O=C1CN(c2ccc(F)cc2)C(=S)N1c1ccccc1 | -2 | -1.1 | -4 | 2.2 | 5.2 | -0.2 | -0.2 | -3 | 0.1 | 0.1 | 2
28 | O=C(Nc1ccc2nsnc2c1)c1cccs1 | 4 | 0.2 | -7 | 2.4 | 4.0 | -0.3 | -0.4 | -12 | 1.2 | 4.1 | 0
29 | N#Cc1c(C(F)(F)F)cc(-c2ccco2)nc1SCc1ccccn1 | 5 | -0.9 | -81 | 2.6 | 0.8 | 0.8 | -0.7 | -222 | 7.2 | -0.1 | 2
30 | O=C(N/N=C/c1ccncc1)c1nn(Cc2ccccc2)c(=O)c2ccccc12 | 1 | -0.9 | -4 | -1.1 | -3.9 | -0.4 | -1.8 | 4 | -0.6 | 0.6 | -4
31 | O=C(CSc1nnc2ccccn12)NNC(=O)c1ccc(F)cc1 | 0 | 0.2 | -5 | 1.1 | 1.9 | -0.7 | -1.7 | 0 | -2.2 | 1.1 | 4
32 | COc1ccc(OC)c(Nc2nc(-c3ccncc3)nc3ccccc23)c1 | -4 | 0.1 | -7 | 1.4 | 0.2 | -1.0 | -0.9 | -8 | -1.9 | 0.9 | -1
33 | CCOc1ccc(-c2cc(C(=O)NCC3CCCO3)c3ccccc3n2)cc1 (stereo not given) | 0 | -1.4 | -207 | -2.0 | 1.8 | -0.4 | -2.1 | i | 2.3 | -1.2 | 5
34 | Cc1ccc(-n2[nH]c(C)c(C=NC34CN5CN(CN(C5)C3)C4)c2=O)cc1C | 0 | 2.1 | -5 | -1.1 | 1.3 | 1.2 | -1.3 | 7 | 4.0 | -0.1 | 2
35 | CCOC(=O)c1ccc(NC(=O)CSc2nnc(CNC(=O)c3ccccc3F)o2)cc1 | -1 | 0.4 | 0 | -0.8 | 2.1 | -1.0 | -0.9 | 7 | -2.5 | -1.4 | -4
36 | O=C(CN1C(=O)NC2(CCCCC2)C1=O)Nc1ccc2[nH]c(=O)[nH]c2c1 | -2 | -0.5 | -7 | -0.9 | -0.1 | -0.1 | -1.4 | -18 | 0.1 | -0.3 | -2
37 | Cc1nn(C)c(C)c1CCC(=O)N1CCCC(Nc2ccc(C(C)C)cc2)C1 (stereo not given) | 2 | -0.1 | -2 | -0.7 | -0.3 | -1.5 | -0.8 | 11 | 1.5 | -0.1 | 2
38 | CCC(C)(C(=O)NC1CCCC1)N(Cc1cccs1)C(=O)Cc1cccs1 (stereo not given) | 1 | 0.3 | -3 | -1.7 | 1.9 | -1.2 | -1.2 | 3 | 1.7 | -2.0 | -28
39 | COc1ccc(CNCc2cc3c(C(C)(C)C)nn(-c4ccccc4)c3[nH]c2=O)cc1 | -3 | -0.2 | -21 | 1.3 | -2.2 | -0.1 | -1.1 | -45 | 1.9 | 1.2 | 8
40 | Cc1ccc(C)c(S(=O)(=O)N2CCN(Cc3ccc(O)c4ncccc34)CC2)c1 | -3 | 0.1 | 6 | -4.4 | -12 | -2.8 | -1.9 | 12 | -2.4 | -1.6 | 4
41 | O=C(Nc1cccc(Cl)c1)c1ccc2ncsc2c1 | 1 | 0.8 | 8 | 2.8 | 7.3 | 1.2 | -0.7 | 8 | 4.1 | -1.6 | -6
42 | O=S(=O)(NCc1cn2ccsc2n1)c1ccc2c(c1)OCCO2 | 0 | -0.2 | 1 | -1.9 | 0.9 | -0.1 | -1.3 | -3 | 0.4 | -0.7 | -7
43 | O=S(=O)(Cc1cnc(Cl)s1)c1ccccc1 | 1 | -0.1 | 1 | -2.4 | 1.6 | -0.1 | -1.1 | 8 | -0.3 | 1.3 | -2
44 | N#Cc1ccc(OCC(=O)N/N=C2\CCc3ccccc32)cc1 | 0 | -0.9 | 1 | 3.8 | 0.5 | -0.4 | 0.8 | 14 | 2.3 | -1.6 | -2
45 | Cc1csc(SCC(=O)N2CCN(S(=O)(=O)c3ccccc3)CC2)n1 | -2 | 1.9 | -5 | -0.8 | 1.2 | -0.1 | -1.4 | 2 | -1.1 | -1.2 | -10
46 | O=C(c1cc(=O)[nH]c2ccccc12)N(Cc1nnc(-c2ccccc2Cl)o1)C1CC1 | -2 | -1.9 | -43 | -1.8 | -2.0 | -1.7 | -1.4 | -126 | 0.4 | 0.2 | -6
47 | C=C(c1ccc2nc(NC(=O)OC)[nH]c2c1)c1cccs1 | 5 | 0.2 | -3 | 2.3 | 5.1 | 7.7* | -0.1 | 6 | 5.6 | -0.3 | 1

Part of the list above, with one line to a screen:
[35] CCOC(=O)c1ccc(NC(=O)CSc2nnc(CNC(=O)c3ccccc3F)o2)cc1
[40] Cc1ccc(C)c(S(=O)(=O)N2CCN(Cc3ccc(O)c4ncccc34)CC2)c1
[38] CCC(C)(C(=O)NC1CCCC1)N(Cc1cccs1)C(=O)Cc1cccs1 (stereo not given)
Compound | 35 | 40 | 38
SMARCA2 act | -1 | -3 | 1
DAX1 inh-2 | 0.4 | 0.1 | 0.3
ADAM17 inh | 0 | 6 | -3
hcDAF12 agonist | -0.8 | -4.4 | -1.7
hgDAF12 agonist | 2.1 | -12 | 1.9
DAX1 inh-1 | -1.0 | -2.8 | -1.2
ssDAF-12 act | -0.9 | -1.9 | -1.2
ADAM10 inh | 7 | 12 | 3
GAA850 FXN act | -2.5 | -2.4 | 1.7
PG9 Ab binder | -1.4 | -1.6 | -2.0
NPR1 activator | -4 | 4 | -28
